EZH2 inh = EZH2 (human) methyltransferase inhibition. PRC2 H3K27 methylation, DELFIA TRF, 1 h. Q15910. 57,000 compounds, 0.35% hits. inhibition, % at 12.5 µM. AID 651548;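 active = mean inhibition of replicates at least 50% and every single replicate also reaching 50%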;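 also: dimethyl H3K27 on biotinylated H3 21-44 peptide detected by antibody; plate controls were median neutral control wells for no effect and median positive control wells for full effect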
Target sequence (Q15910 whole entry, looked up): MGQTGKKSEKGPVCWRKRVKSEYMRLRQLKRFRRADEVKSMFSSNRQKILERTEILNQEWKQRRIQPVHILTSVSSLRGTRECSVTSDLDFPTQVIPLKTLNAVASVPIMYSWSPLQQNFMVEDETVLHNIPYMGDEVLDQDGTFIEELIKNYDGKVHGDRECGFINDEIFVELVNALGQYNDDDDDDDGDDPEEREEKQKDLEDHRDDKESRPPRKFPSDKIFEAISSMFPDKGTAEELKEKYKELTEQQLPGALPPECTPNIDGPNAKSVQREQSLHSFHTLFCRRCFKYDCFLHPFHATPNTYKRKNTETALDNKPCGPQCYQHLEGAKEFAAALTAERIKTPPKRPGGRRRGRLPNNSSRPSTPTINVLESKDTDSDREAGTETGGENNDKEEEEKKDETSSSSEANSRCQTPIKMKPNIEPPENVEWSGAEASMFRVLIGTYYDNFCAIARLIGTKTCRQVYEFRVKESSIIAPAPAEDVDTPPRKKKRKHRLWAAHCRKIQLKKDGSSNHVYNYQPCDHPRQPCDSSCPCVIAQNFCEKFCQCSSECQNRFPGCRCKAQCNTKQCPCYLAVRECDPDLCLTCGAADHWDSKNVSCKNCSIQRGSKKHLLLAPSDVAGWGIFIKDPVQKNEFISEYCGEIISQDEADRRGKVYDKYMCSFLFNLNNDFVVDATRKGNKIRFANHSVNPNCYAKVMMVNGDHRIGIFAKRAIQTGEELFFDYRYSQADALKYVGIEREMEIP
IDH1 mut inh = blocks human IDH1 R132H reductase activity | O75874 | diaphorase/resazurin fluorescence, 60 min | inhibition, % at 10 µM | 70,000 compounds, 0.18% hits; in the data active = inhibition above about 34%;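 also: 0% = DMSO and 100% = no enzyme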
Active calls of the source: *; nt = not tested or not shown.

1	CNC[C@@H]1Oc2ccc(NC(=O)CCC(F)(F)F)cc2C(=O)N([C@H](C)CO)C[C@@H]1C
2	C[C@H](CO)N1C[C@H](C)[C@H](CN(C)C(=O)NC2CCCC2)Oc2ncc(-c3cccnc3)cc2C1=O
3	COc1ccc(NC(=O)Nc2ccc3c(c2)C(=O)N([C@@H](C)CO)C[C@@H](C)[C@@H](CN(C)Cc2ccncc2)OCCCC[C@H](C)O3)cc1
4	COc1ccc(C(C)NC(=O)c2cc(-c3ccccn3)nc3ccc(Cl)cc23)cc1OC (centres undefined)
5	C[C@H](CO)N1C[C@H](C)[C@H](CN(C)C(=O)Nc2cc(F)ccc2F)Oc2cc(C#CC3CCCC3)ccc2S1(=O)=O
6	CCS(=O)(=O)N[C@@H]1C=C[C@H](CC(=O)NC2Cc3ccccc3C2)O[C@H]1CO
7	COc1cccc(C#Cc2cnc3c(c2)C(=O)N([C@H](C)CO)C[C@@H](C)[C@H](CN(C)C)O3)c1
8	COCC(=O)N(C)C[C@@H]1Oc2ncc(C#Cc3ccccc3OC)cc2C(=O)N([C@H](C)CO)C[C@@H]1C
Assay by compound	1	2	3	4	5	6	7	8
EZH2 inh	4	8	nt	9	3	11	nt	-6
IDH1 mut inh	4.4	nt	0.6	0.0	0.5	0.0	3.6	-0.5

9	Cc1ccc(S(=O)(=O)N[C@@H]2CC[C@H](CCNC(=O)C3CCC3)O[C@H]2CO)cc1
10	C[C@@H]1CN([C@@H](C)CO)S(=O)(=O)c2ccc(C3=CCCCC3)cc2O[C@@H]1CN(C)Cc1cncnc1
11	CO[C@H]1CN(C)C(=O)c2ccc(NC(=O)C3CCCCC3)cc2OC[C@H](C)N(Cc2cccnc2)C[C@H]1C
12	C[C@H]1CN([C@@H](C)CO)C(=O)c2cc(C#CC3CCCCC3)cnc2O[C@H]1CN(C)S(=O)(=O)c1ccccc1
13	C[C@@H]1CCCCO[C@H](CN(C)S(=O)(=O)c2cn(C)cn2)[C@@H](C)CN([C@H](C)CO)C(=O)c2cc(NC(=O)Nc3cccc4ccccc34)ccc2O1
14	C[C@H](CO)N1C[C@H](C)[C@H](CN(C)C(=O)c2ccc(F)cc2)OCc2ccccc2-c2c(n(C)c3ccccc23)C1=O
15	Cc1noc(C)c1S(=O)(=O)Nc1cccc2c1O[C@@H](CN(C)S(=O)(=O)c1cccs1)[C@@H](C)CN([C@H](C)CO)C2=O
16	CC(=O)N(C)C[C@H]1Oc2cc(-c3ccc(F)cc3)ccc2S(=O)(=O)N([C@H](C)CO)C[C@H]1C
Assay by compound	9	10	11	12	13	14	15	16
EZH2 inh	-6	-11	2	4	nt	-33	nt	20
IDH1 mut inh	-0.1	nt	-0.2	-1.6	-4.8	0.5	2.2	-3.5

17	COCC(=O)Nc1ccc2c(c1)OC[C@@H](C)N(Cc1ccncc1)C[C@@H](C)[C@H](OC)CN(C)C2=O
18	CC(C)NC(=O)N(C)C[C@H]1Oc2c(NC(=O)c3cnccn3)cccc2C(=O)N([C@@H](C)CO)C[C@H]1C
19	C[C@@H]1CN([C@@H](C)CO)C(=O)c2cc(NS(=O)(=O)c3ccccc3)ccc2O[C@@H](C)CCCCO[C@@H]1CN(C)C(=O)Cc1ccccc1
20	Cc1noc(C)c1S(=O)(=O)Nc1ccc2c(c1)CC(=O)N([C@H](C)CO)C[C@@H](C)[C@@H](CN(C)S(C)(=O)=O)O2
21	COc1cccc(NC(=O)CNC(=O)c2cccs2)c1
22	O=C(C[C@H]1C[C@H]2c3cc(NS(=O)(=O)c4ccc(F)cc4)ccc3O[C@H]2[C@H](CO)O1)NCc1ccccc1
23	C[C@H]1CN([C@@H](C)CO)C(=O)CCCn2cc(nn2)CO[C@@H]1CN(C)C(=O)OCc1ccccc1
24	CO[C@@H]1CN(C)C(=O)c2ccc(NC(=O)Nc3cccc(F)c3)cc2OC[C@H](C)N(C(=O)C2CC2)C[C@H]1C
Assay by compound	17	18	19	20	21	22	23	24
EZH2 inh	1	nt	nt	nt	-7	-3	nt	-6
IDH1 mut inh	-0.3	0.7	-0.5	0.2	0.0	-0.1	-0.5	0.2

25	C[C@H]1CN([C@@H](C)CO)C(=O)c2c(c3ccccc3n2C)-c2ccccc2CO[C@@H]1CN(C)Cc1cccc(C(=O)O)c1
26	CCCC#Cc1cnc2c(c1)C(=O)N([C@H](C)CO)C[C@H](C)[C@H](CN(C)Cc1ccc(C(=O)O)cc1)O2
27	CC(C)NC(=O)Nc1cccc2c1O[C@@H](CN(C)Cc1ccncc1)[C@@H](C)CN([C@@H](C)CO)C2=O
28	C[C@@H]1CN([C@@H](C)CO)C(=O)Cc2cc(NC(=O)CCC(F)(F)F)ccc2O[C@@H]1CN(C)C(=O)Nc1ccc(F)cc1
29	COc1ccc(S(=O)(=O)Nc2ccc3c(c2)C(=O)N([C@@H](C)CO)C[C@H](C)[C@H](CN(C)C(=O)Nc2c(C)noc2C)OCCCC[C@@H](C)O3)cc1
30	c1coc(-c2nn3c(C4COc5ccccc5O4)nnc3s2)c1 (centres undefined)
31	C[C@H]1CN([C@@H](C)CO)C(=O)c2cc(NS(=O)(=O)c3ccc(F)cc3)ccc2O[C@H]1CN(C)S(=O)(=O)c1ccc(Cl)cc1
32	Cc1cc(C)nc(N(C#N)Cc2cccc([N+](=O)[O-])c2)n1
Assay by compound	25	26	27	28	29	30	31	32
EZH2 inh	4	16	7	4	nt	-5	nt	nt
IDH1 mut inh	nt	0.3	2.4	nt	-0.8	0.2	-1.6	0.0

33	C[C@H](CO)N1C[C@H](C)[C@H](CN(C)S(=O)(=O)c2ccc(F)cc2)Oc2ccc(NC(=O)Nc3ccccc3)cc2CC1=O
34	Cc1c(F)cccc1NC(=O)CCC(=O)O
35	C[C@H]1CN([C@@H](C)CO)C(=O)Cc2cc(NC(=O)CCCN(C)C)ccc2O[C@@H]1CN(C)S(C)(=O)=O
36	C[C@H](CO)N1C[C@H](C)[C@@H](CN(C)S(=O)(=O)c2ccc(Cl)cc2)OCc2cn(nn2)CCCC1=O
37	CC(C)CC#Cc1ccc2c(c1)O[C@@H](CN(C)C(=O)c1ccccn1)[C@@H](C)CN([C@H](C)CO)S2(=O)=O
38	CC(C)C#Cc1ccc2c(c1)O[C@@H](CN(C)C(=O)c1cccc(F)c1)[C@@H](C)CN([C@H](C)CO)S2(=O)=O
39	COc1ccccc1C(=O)Nc1ccc2c(c1)C(=O)N(C)C[C@H](OC)[C@@H](C)CN(C)[C@@H](C)CO2
40	CCC(=O)N1C[C@@H](C)[C@@H](OC)CN(C)C(=O)c2ccc(NC(=O)c3ccc(F)cc3)cc2OC[C@@H]1C
Assay by compound	33	34	35	36	37	38	39	40
EZH2 inh	-6	-11	-10	9	-13	-10	-3	4
IDH1 mut inh	-1.8	0.2	2.0	2.5	-2.9	-5.0	-0.4	0.0

41	Cc1noc(C)c1S(=O)(=O)Nc1cccc2c1O[C@H](CN(C)Cc1ccc(C(=O)O)cc1)[C@@H](C)CN([C@@H](C)CO)C2=O
42	COc1ccc(S(=O)(=O)N(C)C[C@H]2Oc3c(NC(=O)c4ccc(-c5nccs5)cc4)cccc3C(=O)N([C@@H](C)CO)C[C@H]2C)cc1
43	C[C@H](CO)N1C[C@H](C)[C@H](CN(C)C(=O)Nc2ccc(C(F)(F)F)cc2)Oc2ccc(NC(=O)CCN3CCOCC3)cc2CC1=O
44	Cc1ccc(-c2cnc3c(c2)C(=O)N([C@@H](C)CO)C[C@@H](C)[C@@H](CN(C)C(=O)Cc2cccnc2)O3)cc1
45	C/C=C/c1ccc2c(c1)O[C@H](CN(C)Cc1cncnc1)[C@H](C)CN([C@@H](C)CO)S2(=O)=O
46	CC(C)(Oc1ccc(Cl)cc1)C(=O)Nc1cc(-c2nc3ncccc3o2)ccc1Cl
47	C[C@@H]1CN([C@H](C)CO)C(=O)c2cccc(NS(=O)(=O)c3ccc(F)cc3)c2O[C@@H]1CN(C)Cc1ccc(C(F)(F)F)cc1
48	CC(C)c1cn(CC[C@@H]2CC[C@H](NS(=O)(=O)c3ccccc3)[C@@H](CO)O2)nn1
Assay by compound	41	42	43	44	45	46	47	48
EZH2 inh	nt	nt	nt	nt	5	12	-9	-4
IDH1 mut inh	-0.1	0.2	1.8	-0.3	-0.4	0.1	0.9	-0.1

49	CC(C)NC(=O)Nc1cccc2c1O[C@@H](CN(C)S(=O)(=O)c1ccccc1)[C@@H](C)CN([C@@H](C)CO)C2=O
50	Cc1noc(C)c1S(=O)(=O)N(C)C[C@H]1Oc2ccc(NC(=O)NC(C)C)cc2CC(=O)N([C@H](C)CO)C[C@@H]1C
51	C[C@@H]1CCCCO[C@@H](CN(C)C(=O)c2ccncc2)[C@@H](C)CN([C@H](C)CO)C(=O)c2cc(N(C)C)ccc2O1
52	COc1ccccc1-c1ccc2c(c1)O[C@H](CN(C)Cc1ccc3c(c1)OCO3)[C@H](C)CN([C@H](C)CO)S2(=O)=O
Assay by compound	49	50	51	52
EZH2 inh	-4	nt	7	15
IDH1 mut inh	nt	-0.3	-0.4	0.2

Filtered by structure, the entries above with fluorine (14)
1	CNC[C@@H]1Oc2ccc(NC(=O)CCC(F)(F)F)cc2C(=O)N([C@H](C)CO)C[C@@H]1C
5	C[C@H](CO)N1C[C@H](C)[C@H](CN(C)C(=O)Nc2cc(F)ccc2F)Oc2cc(C#CC3CCCC3)ccc2S1(=O)=O
14	C[C@H](CO)N1C[C@H](C)[C@H](CN(C)C(=O)c2ccc(F)cc2)OCc2ccccc2-c2c(n(C)c3ccccc23)C1=O
16	CC(=O)N(C)C[C@H]1Oc2cc(-c3ccc(F)cc3)ccc2S(=O)(=O)N([C@H](C)CO)C[C@H]1C
22	O=C(C[C@H]1C[C@H]2c3cc(NS(=O)(=O)c4ccc(F)cc4)ccc3O[C@H]2[C@H](CO)O1)NCc1ccccc1
24	CO[C@@H]1CN(C)C(=O)c2ccc(NC(=O)Nc3cccc(F)c3)cc2OC[C@H](C)N(C(=O)C2CC2)C[C@H]1C
28	C[C@@H]1CN([C@@H](C)CO)C(=O)Cc2cc(NC(=O)CCC(F)(F)F)ccc2O[C@@H]1CN(C)C(=O)Nc1ccc(F)cc1
31	C[C@H]1CN([C@@H](C)CO)C(=O)c2cc(NS(=O)(=O)c3ccc(F)cc3)ccc2O[C@H]1CN(C)S(=O)(=O)c1ccc(Cl)cc1
33	C[C@H](CO)N1C[C@H](C)[C@H](CN(C)S(=O)(=O)c2ccc(F)cc2)Oc2ccc(NC(=O)Nc3ccccc3)cc2CC1=O
34	Cc1c(F)cccc1NC(=O)CCC(=O)O
Assay by compound	1	5	14	16	22	24	28	31	33	34
EZH2 inh	4	3	-33	20	-3	-6	4	nt	-6	-11
IDH1 mut inh	4.4	0.5	0.5	-3.5	-0.1	0.2	nt	-1.6	-1.8	0.2

38	CC(C)C#Cc1ccc2c(c1)O[C@@H](CN(C)C(=O)c1cccc(F)c1)[C@@H](C)CN([C@H](C)CO)S2(=O)=O
40	CCC(=O)N1C[C@@H](C)[C@@H](OC)CN(C)C(=O)c2ccc(NC(=O)c3ccc(F)cc3)cc2OC[C@@H]1C
43	C[C@H](CO)N1C[C@H](C)[C@H](CN(C)C(=O)Nc2ccc(C(F)(F)F)cc2)Oc2ccc(NC(=O)CCN3CCOCC3)cc2CC1=O
47	C[C@@H]1CN([C@H](C)CO)C(=O)c2cccc(NS(=O)(=O)c3ccc(F)cc3)c2O[C@@H]1CN(C)Cc1ccc(C(F)(F)F)cc1
Assay by compound	38	40	43	47
EZH2 inh	-10	4	nt	-9
IDH1 mut inh	-5.0	0.0	1.8	0.9

Assay outcomes (PubChem BioAssay)

Only part of the results is shown; the hit share may differ from the screen's.
